mouse EphA4 binding: EphA4 ligand-binding antagonists – biochemical, colorimetric, mouse EphA4, primary screen (AID 689); EphA4-AP binding to KYL peptide, pNPP A405; higher % means a stronger effect; one-dose inhibition, % at 10 µM; IC50 in µM for titrated hits; 0.1% of 62,000 active; in the data active = a potency from the dose series; inactive = the rest, 99 in 100 with inhibition below about 22%
* = called active by the depositor; & = joins results of further samples. Not all compounds are listed; count on the stated rates, not on these rows.

SMILES | mouse EphA4 binding
COc1ccc(C(CC(=O)NCCN2CCOCC2)NS(=O)(=O)c2ccc(C)cc2)cc1 (stereo not drawn) | -3.1%
O=C(c1ccc(Cl)cc1)c1cc([N+](=O)[O-])ccc1Cl | -0.4%
CCOC(=O)CSCCOc1ccc(/C=C2/C(=O)NC(=O)N(c3ccc(C)cc3)C2=O)cc1OC | -4.0%
COc1cccc(NC(=O)CSc2nnc(COc3ccc4c(c3)CCCC4)o2)c1 | -5.4%
O=C(c1ccccc1Nc1ccc(SC(F)F)cc1)N1CCCCC1 | -6.0%
O=C(COC(=O)c1ccccn1)NC1CCCCC1 | -1.9%
O=C(/C=C(\O)c1ccc(Cl)cc1)C(=O)NNC(=O)C(O)(c1ccccc1)c1ccccc1 | -16.1%
Cc1c(Cl)cccc1NC(=O)COc1ccc(Cl)cc1 | -0.8%
O=C(CSc1nnc2ccccn12)Nc1ccccc1C(=O)NC1CC1 | 3.8%
CC1CCCC(C)N1C(=O)CSc1nnc(NC(=O)c2cccs2)s1 (stereo not drawn) | -13.1%
Cn1c(CNc2nc(-c3ccccc3)cs2)nnc1SCC(=O)c1ccccc1 | 0.2%
COc1ccccc1N1CCN(S(=O)(=O)c2ccc(F)cc2)CC1 | 11.7%
COc1ccc(C(=S)N2CCCC2)cc1C | 0.8%
CN1CCCC(OC(=O)c2cc(Cl)ccc2Cl)C1 (stereo not drawn) | -12.7%
CCCCn1nnnc1SCC(=O)NNC(=O)C1CCCCC1 | -6.7%
O=C(NCc1ccco1)c1ccc(S(=O)(=O)N2CCOCC2)cc1 | -2.2%
CC(C)(C)NC(=O)NC(=O)COC(=O)COc1ccc2c(c1)CCC2 | -11.5%
CCCOc1cccc(/C=N/NC(=O)c2csc(C)c2C)c1 | -11.3%
Cc1ccc(NCCC(=O)c2cccs2)cc1 | -0.5%
Cc1cc(C)n(-c2nc(NCC(C)O)c3c4c(sc3n2)CCCC4)n1 (stereo not drawn) | 15.3%
CC(Cc1ccccc1)N/C=C1\CC(=O)NC1=O (stereo not drawn) | -7.6%
CC(C)(C)c1csc(N(CCC#N)CCC#N)n1 | -3.5%
CCC(C)NC(=O)CC1Oc2ccc(Cl)cc2NC1=O (stereo not drawn) | -12.1%
FC(F)(F)c1cccc(-c2ccc(C(=S)N3CCOCC3)o2)c1 | -0.6%
O=C(NCCN1CCOCC1)C1CCC(=O)N1C1CCCCC1 (stereo not drawn) | -7.4%
CCOc1ccc2nc(SCC(=O)Nc3ncccn3)[nH]c2c1 | -4.3%
COc1ccc(C(=O)N2CCN(Cc3cc(OC)c(O)c(OC)c3)CC2)cc1OC | 8.1%&-7.1%
O=C(c1cccc(S(=O)(=O)N2CCCC2)c1)c1cccc(S(=O)(=O)N2CCCC2)c1 | -0.3%
CCOC(=O)C1CCN(S(=O)(=O)c2ccc(-c3ccc([N+](=O)[O-])cc3)cc2)CC1 | -6.9%
CCOc1ccc(N=C2NC(=O)S/C2=C\c2ccc(Cl)cc2)cc1 | -8.8%
C=C(C)c1cccc(C(C)(C)NC(=O)Nc2cc(C)ccc2OC)c1 | -10.2%
Cc1ccc(NC(=S)c2nc3ccccc3s2)cc1 | -4.5%
O=C(NCc1n[nH]c(=S)n1-c1cccc(Cl)c1)c1ccc(S(=O)(=O)N2CCCC2)cc1 | 13.2%
CCCCn1c(SCC(=O)c2ccc(OC)c(OC)c2)nc2cc(S(N)(=O)=O)ccc21 | -19.5%
Cc1cc(C)nc(SCC(=O)c2ccc(O)cc2O)n1 | -10.6%
O=C(Oc1ccc2ccc(=O)oc2c1)N1CCOCC1 | 9.4%
COc1ccc(N2CCN(CC(O)c3c[nH]c4ccc(OC)cc34)CC2C)cc1 (stereo not drawn) | -0.8%
Cc1ccccc1C(=O)Nc1cccc(NC(=O)COc2ccccc2Cl)c1 | -2.9%
Cc1ccc(-c2cnc(SCC(=O)N3CCCc4ccccc43)n2C)cc1 | 5.9%
O=C(O)CCn1c(=O)sc2ccccc21 | 8.8%
O=C(CSc1nc2ccccc2c(=O)n1NC(=O)Cc1ccccc1)NCc1ccccc1 | 13.5%
Cc1ccc(CCC(=O)Nc2nccs2)o1 | -4.8%
COc1ccc(S(=O)(=O)n2nc(OC(=O)c3ccc(C)cc3)cc2N)cc1 | -15.4%
O=C(NC(=S)Nc1cccc(Cl)c1N1CCCCC1)c1cccs1 | -22.2%
COc1ccc(S(=O)(=O)N[C@@H](Cc2ccccc2)C(=O)N2CC[C@@]3(O)CCCC[C@H]3C2)cc1 | -13.3%
CCOc1ccc(C(Nc2ccc(C)cc2)P2(=O)OCCCO2)cc1 (stereo not drawn) | -5.2%
O=C(NC1C(=O)NNC1c1ccccc1)c1ccc(F)cc1 (stereo not drawn) | -11.8%
CCc1n[nH]c(=O)n1Cn1c(CC)n[nH]c1=O | -10.3%
O=C(/C=C/c1ccc(OCc2ccccc2)cc1)c1cccs1 | 0.1%
CCN(c1ccccc1)S(=O)(=O)c1ccc(NC(=S)NC(=O)c2cccs2)cc1 | -14.9%
COc1ccc(CCn2c(O)c(/C=C3/C=c4ccccc4=NC3=O)sc2=S)cc1OC | 0.9%
Cc1ccnc(SCCn2c(N3CCN(Cc4ccccc4)CC3)nc3c2c(=O)[nH]c(=O)n3C)n1 | 3.2%
COc1ccc(-c2cc(=O)oc3cc(OC(C)C(=O)O)ccc23)cc1 (stereo not drawn) | -3.9%
Cc1ccc2c(c1)NC(=O)C(CC(=O)NCCCN1CCCC1=O)O2 (stereo not drawn) | -8.8%
c1ccc(C2=Nn3c(nnc3-c3ccncc3)SC2)cc1 | -7.9%
COc1cccc(-c2nc(CS(=O)(=O)CC(=O)NCCCN3CCc4ccccc4C3)c(C)o2)c1 | -2.8%
O=C(CSc1nnc(-c2ccc(Br)cc2)o1)NC1CCCCC1 | -2.1%
Fc1cccc(Cl)c1CSc1nc2ccccc2[nH]1 | -13.1%
COc1cc(CC(=O)Nc2ccc(S(=O)(=O)Nc3ncccn3)cc2)cc(OC)c1OC | -0.4%
COc1ccc(NC(=O)c2ccc(NS(=O)(=O)c3c(C)noc3C)cc2)cc1OC | 3.7%

4 compounds drawn at random from those above:
SMILES | mouse EphA4 binding
Cc1ccc2c(c1)NC(=O)C(CC(=O)NCCCN1CCCC1=O)O2 (stereo not drawn) | -8.8%
Cc1ccnc(SCCn2c(N3CCN(Cc4ccccc4)CC3)nc3c2c(=O)[nH]c(=O)n3C)n1 | 3.2%
CCc1n[nH]c(=O)n1Cn1c(CC)n[nH]c1=O | -10.3%
COc1cc(CC(=O)Nc2ccc(S(=O)(=O)Nc3ncccn3)cc2)cc(OC)c1OC | -0.4%

Next compounds
SMILES | mouse EphA4 binding
COC(=O)c1ccc2c(=O)n(CCN3CCOCC3)c(SCC(=O)C(C)(C)C)nc2c1 | -8.5%
CCC1Sc2ccccc2N(CC(=O)NCCC2=CCCCC2)C1=O (stereo not drawn) | 0.5%
COC(=O)c1ccc(CC(=O)c2ccc(O)cc2O)o1 | 6.3%
O=C1CC(Sc2nc3ccccc3s2)C(=O)N1c1cc(Cl)ccc1Cl (stereo not drawn) | 8.1%
COC(=O)c1ccsc1NC(=O)C1=COCCO1 | -1.3%
COc1ccc(/C=C2\C(=O)NC(=O)N(c3cc(C)cc(C)c3)C2=O)c(OC)c1 | -12.8%
O=C(Nc1ccc(O)cc1)c1cc(S(=O)(=O)N2CCCC2)ccc1Cl | -2.1%
CCCCC(C(=O)NC(=O)NCc1ccccc1)N1C(=O)c2ccccc2C1=O (stereo not drawn) | 0.0%
Cc1ccc(C(OC(=O)c2ccco2)C(=O)NCc2cccs2)cc1 (stereo not drawn) | 1.9%
O=C(COC(=O)c1cccnc1Cl)c1ccc(Cl)cc1Cl | -4.3%
CCOc1c(Br)cc(/C=C2\C(=O)NC(=O)N(c3ccc(OC)cc3)C2=O)cc1OC | 9.0%
N#Cc1nc(COc2cccc(Cl)c2)oc1NCc1ccco1 | -4.4%
CCOc1ccccc1NC(=O)NC1(C(=O)N2CCN3CCCC3C2)CCCCC1 (stereo not drawn) | -1.8%
COc1ccccc1N1CCN(C(=O)C2C3C=CC4(CN(Cc5ccccc5Cl)C(=O)C24)O3)CC1 (stereo not drawn) | -0.5%
NC(=O)C1CCN(C2OC(=O)c3ccccc32)CC1 (stereo not drawn) | 12.3%
Cc1ccc(C=NCc2ccncc2)c(O)c1 | -26.9%
Cc1ccc(S(=O)(=O)NNC(=O)CCC(=O)Nc2ccccc2)cc1 | -3.4%
O=C(CCCCCN1C(=O)c2ccccc2C1=O)NCc1ccccn1 | -6.5%
COc1ccc(-c2c[n+]3c4n2CCCCC4=C(c2ccc(Br)cc2)C3)cc1 | -2.5%
CCOC(=O)C1=C(N)n2c(s/c(=C\c3ccco3)c2=O)=C(C(=O)OCC)C1c1ccco1 (stereo not drawn) | 5.3%
COC(=O)c1c(N=CN(C)C)c(C#N)c2n1CCCC2 | -9.5%
CCOC(=O)Cn1nc(-c2ccc(Cl)cc2)ccc1=O | -11.4%
CCCn1nc2cc(C(=O)NCc3ccccc3OC)ccc2c1OCC | 6.8%
CCSc1nc2c(c(=O)[nH]1)C(c1ccncc1)C(C(=O)OC(C)C)=C(C)N2 (stereo not drawn) | -5.7%
CCc1nnc(NC(=O)C2Cc3ccccc3C(=O)O2)s1 (stereo not drawn) | -6.1%
CCCn1c(SCC(=O)Nc2cccc(NC(C)=O)c2)nnc1C(C)C | -28.5%
COc1cc(OC)c(-c2nn3c(-c4ccco4)nnc3s2)cc1OC | -7.5%
CCOC(=O)/C(C(C)=O)=C1\OC(=O)c2ccccc21 | 21.6%
CCOc1ccc(OCC)c(NC(=O)c2[nH]c(C)c(C(C)=O)c2C)c1 | -2.2%
O=C1C2ON(c3ccccc3)C(c3ccc(Br)cc3)C2C(=O)N1c1ccccc1C(F)(F)F (stereo not drawn) | -3.8%
Cc1csc(NC(=O)c2ccc(Cl)cc2[N+](=O)[O-])n1 | -8.8%
CCc1cc(=O)oc2cc(OCc3nn[nH]n3)ccc12 | -2.3%
O=[N+]([O-])/C(C(Cl)=C(Cl)Cl)=C(\Nc1ccc(F)cc1)n1cncn1 | -10.3%
COc1cc(C=C2C(=O)N(C)C(=O)N(C)C2=O)ccc1Oc1ccc([N+](=O)[O-])cn1 | 0.4%
COc1cc(NC(=O)CN(C)S(=O)(=O)c2ccc3c(c2)CCC(=O)N3)cc(OC)c1 | 5.0%
COc1ccc(N2CCN(C(=O)c3cc4c(-c5ccc(Cl)cc5)nn(C)c4s3)CC2)cc1 | 15.1%
O=C(O)C1CCCN1C(=O)OCc1ccccc1 (stereo not drawn) | -4.0%
O=C(CC(NS(=O)(=O)c1ccc(Cl)cc1)c1ccco1)NCc1ccco1 (stereo not drawn) | 10.3%
O=C(NCCCN1CCCCC1)c1ccc2c(=O)n(CCc3ccccc3)c(=O)[nH]c2c1 | -7.8%
O=C(OCn1nnc2ccccc2c1=O)c1cccnc1 | 0.1%
COC(=O)C1=C(C)Nc2ncnn2C1c1ccc(OCc2ccccc2)cc1 (stereo not drawn) | -10.1%
O=C(NC(c1ccccc1)c1ccccc1)N1CCN(CCO)CC1 | -7.3%
Cc1c(NC(=O)C2(C)CCCCC2)c(=O)n(-c2ccccc2)n1C | -1.5%
CCn1c(SCC(=O)O)nc2sc3c(c2c1=O)CCC3 | 10.3%
COC(=O)COc1ccc(S(=O)(=O)N2CCOCC2)cc1 | -12.8%
Cc1nc(SCC(C)C)[nH]c(=O)c1Cc1ccccc1 | -28.1%
COc1ccc(NS(=O)(=O)c2ccc(O)c(C(=O)OCC(=O)N3CC(C)OC(C)C3)c2)cc1 (stereo not drawn) | 1.4%
CCN1CCN(CCC(=O)Nc2cccc(OC)c2)CC1 | -4.3%
CCOC(=O)c1cnc(SCC(=O)Nc2nnc(CC)s2)nc1N | 7.9%
O=C1N=C(N2CCOCC2)S/C1=C1\C(=O)N(Cc2ccccc2)c2ccc(Br)cc21 | -10.4%
CC(=O)Nc1ccc(SCC(=O)N(CCC#N)c2ccc(C)cc2)cc1 | -8.4%
CCc1nc2ccccc2n1CC(=O)N1CCN(S(=O)(=O)c2cccc(C(F)(F)F)c2)CC1 | -6.9%
CSC1=NC2(CCCCC2)C2=C(CCCC2)N1 | -9.0%
O=C(CCNC(=O)Cn1cnc2ccccc2c1=O)NCC1COc2ccccc2O1 (stereo not drawn) | -1.7%
CC1(C)CC(=O)C2=C(C1)N(c1ccccc1)C(N)=C(C#N)C2c1ccsc1 (stereo not drawn) | -12.6%
c1coc(CSCc2cn3cccnc3n2)c1 | -11.2%
CCN1CC2=C(OC(N)=C(C#N)C2c2cccs2)/C(=C\c2cccs2)C1 (stereo not drawn) | 4.5%
O=C(N1CCOCC1)N(Cc1ccccc1)c1ccccn1 | -12.7%

Among those listed so far, 13 have two or more sulfur atoms.
SMILES | mouse EphA4 binding
CC1CCCC(C)N1C(=O)CSc1nnc(NC(=O)c2cccs2)s1 (stereo not drawn) | -13.1%
Cn1c(CNc2nc(-c3ccccc3)cs2)nnc1SCC(=O)c1ccccc1 | 0.2%
O=C(c1cccc(S(=O)(=O)N2CCCC2)c1)c1cccc(S(=O)(=O)N2CCCC2)c1 | -0.3%
Cc1ccc(NC(=S)c2nc3ccccc3s2)cc1 | -4.5%
O=C(NCc1n[nH]c(=S)n1-c1cccc(Cl)c1)c1ccc(S(=O)(=O)N2CCCC2)cc1 | 13.2%
CCCCn1c(SCC(=O)c2ccc(OC)c(OC)c2)nc2cc(S(N)(=O)=O)ccc21 | -19.5%
O=C(NC(=S)Nc1cccc(Cl)c1N1CCCCC1)c1cccs1 | -22.2%
CCN(c1ccccc1)S(=O)(=O)c1ccc(NC(=S)NC(=O)c2cccs2)cc1 | -14.9%
COc1ccc(CCn2c(O)c(/C=C3/C=c4ccccc4=NC3=O)sc2=S)cc1OC | 0.9%
O=C1CC(Sc2nc3ccccc3s2)C(=O)N1c1cc(Cl)ccc1Cl (stereo not drawn) | 8.1%
CCn1c(SCC(=O)O)nc2sc3c(c2c1=O)CCC3 | 10.3%
CCOC(=O)c1cnc(SCC(=O)Nc2nnc(CC)s2)nc1N | 7.9%
CCN1CC2=C(OC(N)=C(C#N)C2c2cccs2)/C(=C\c2cccs2)C1 (stereo not drawn) | 4.5%

Assay outcomes from PubChem.
